# Screening data as filed in PubChem.
# Pf apPOL inh = Pf-apPOL DNA polymerase inhibition; Recombinant Pf-apPOL, molecular beacon fluorescence, 1.5 h; inhibition, % at 10 µM; 0.25% of 210,000 active
# mHTT-CaM PPI inh = mHTT-calmodulin interaction abrogation; AlphaScreen His-mHTT/GST-CaM binding, luminescence; inhibition, % at 15 µM; 3.6% of 190,000 active; AID 1671202;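 note: 0% = both proteins with DMSO and 100% = one protein alone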
# Target sequence (P42858 whole entry, looked up, stated change not applied): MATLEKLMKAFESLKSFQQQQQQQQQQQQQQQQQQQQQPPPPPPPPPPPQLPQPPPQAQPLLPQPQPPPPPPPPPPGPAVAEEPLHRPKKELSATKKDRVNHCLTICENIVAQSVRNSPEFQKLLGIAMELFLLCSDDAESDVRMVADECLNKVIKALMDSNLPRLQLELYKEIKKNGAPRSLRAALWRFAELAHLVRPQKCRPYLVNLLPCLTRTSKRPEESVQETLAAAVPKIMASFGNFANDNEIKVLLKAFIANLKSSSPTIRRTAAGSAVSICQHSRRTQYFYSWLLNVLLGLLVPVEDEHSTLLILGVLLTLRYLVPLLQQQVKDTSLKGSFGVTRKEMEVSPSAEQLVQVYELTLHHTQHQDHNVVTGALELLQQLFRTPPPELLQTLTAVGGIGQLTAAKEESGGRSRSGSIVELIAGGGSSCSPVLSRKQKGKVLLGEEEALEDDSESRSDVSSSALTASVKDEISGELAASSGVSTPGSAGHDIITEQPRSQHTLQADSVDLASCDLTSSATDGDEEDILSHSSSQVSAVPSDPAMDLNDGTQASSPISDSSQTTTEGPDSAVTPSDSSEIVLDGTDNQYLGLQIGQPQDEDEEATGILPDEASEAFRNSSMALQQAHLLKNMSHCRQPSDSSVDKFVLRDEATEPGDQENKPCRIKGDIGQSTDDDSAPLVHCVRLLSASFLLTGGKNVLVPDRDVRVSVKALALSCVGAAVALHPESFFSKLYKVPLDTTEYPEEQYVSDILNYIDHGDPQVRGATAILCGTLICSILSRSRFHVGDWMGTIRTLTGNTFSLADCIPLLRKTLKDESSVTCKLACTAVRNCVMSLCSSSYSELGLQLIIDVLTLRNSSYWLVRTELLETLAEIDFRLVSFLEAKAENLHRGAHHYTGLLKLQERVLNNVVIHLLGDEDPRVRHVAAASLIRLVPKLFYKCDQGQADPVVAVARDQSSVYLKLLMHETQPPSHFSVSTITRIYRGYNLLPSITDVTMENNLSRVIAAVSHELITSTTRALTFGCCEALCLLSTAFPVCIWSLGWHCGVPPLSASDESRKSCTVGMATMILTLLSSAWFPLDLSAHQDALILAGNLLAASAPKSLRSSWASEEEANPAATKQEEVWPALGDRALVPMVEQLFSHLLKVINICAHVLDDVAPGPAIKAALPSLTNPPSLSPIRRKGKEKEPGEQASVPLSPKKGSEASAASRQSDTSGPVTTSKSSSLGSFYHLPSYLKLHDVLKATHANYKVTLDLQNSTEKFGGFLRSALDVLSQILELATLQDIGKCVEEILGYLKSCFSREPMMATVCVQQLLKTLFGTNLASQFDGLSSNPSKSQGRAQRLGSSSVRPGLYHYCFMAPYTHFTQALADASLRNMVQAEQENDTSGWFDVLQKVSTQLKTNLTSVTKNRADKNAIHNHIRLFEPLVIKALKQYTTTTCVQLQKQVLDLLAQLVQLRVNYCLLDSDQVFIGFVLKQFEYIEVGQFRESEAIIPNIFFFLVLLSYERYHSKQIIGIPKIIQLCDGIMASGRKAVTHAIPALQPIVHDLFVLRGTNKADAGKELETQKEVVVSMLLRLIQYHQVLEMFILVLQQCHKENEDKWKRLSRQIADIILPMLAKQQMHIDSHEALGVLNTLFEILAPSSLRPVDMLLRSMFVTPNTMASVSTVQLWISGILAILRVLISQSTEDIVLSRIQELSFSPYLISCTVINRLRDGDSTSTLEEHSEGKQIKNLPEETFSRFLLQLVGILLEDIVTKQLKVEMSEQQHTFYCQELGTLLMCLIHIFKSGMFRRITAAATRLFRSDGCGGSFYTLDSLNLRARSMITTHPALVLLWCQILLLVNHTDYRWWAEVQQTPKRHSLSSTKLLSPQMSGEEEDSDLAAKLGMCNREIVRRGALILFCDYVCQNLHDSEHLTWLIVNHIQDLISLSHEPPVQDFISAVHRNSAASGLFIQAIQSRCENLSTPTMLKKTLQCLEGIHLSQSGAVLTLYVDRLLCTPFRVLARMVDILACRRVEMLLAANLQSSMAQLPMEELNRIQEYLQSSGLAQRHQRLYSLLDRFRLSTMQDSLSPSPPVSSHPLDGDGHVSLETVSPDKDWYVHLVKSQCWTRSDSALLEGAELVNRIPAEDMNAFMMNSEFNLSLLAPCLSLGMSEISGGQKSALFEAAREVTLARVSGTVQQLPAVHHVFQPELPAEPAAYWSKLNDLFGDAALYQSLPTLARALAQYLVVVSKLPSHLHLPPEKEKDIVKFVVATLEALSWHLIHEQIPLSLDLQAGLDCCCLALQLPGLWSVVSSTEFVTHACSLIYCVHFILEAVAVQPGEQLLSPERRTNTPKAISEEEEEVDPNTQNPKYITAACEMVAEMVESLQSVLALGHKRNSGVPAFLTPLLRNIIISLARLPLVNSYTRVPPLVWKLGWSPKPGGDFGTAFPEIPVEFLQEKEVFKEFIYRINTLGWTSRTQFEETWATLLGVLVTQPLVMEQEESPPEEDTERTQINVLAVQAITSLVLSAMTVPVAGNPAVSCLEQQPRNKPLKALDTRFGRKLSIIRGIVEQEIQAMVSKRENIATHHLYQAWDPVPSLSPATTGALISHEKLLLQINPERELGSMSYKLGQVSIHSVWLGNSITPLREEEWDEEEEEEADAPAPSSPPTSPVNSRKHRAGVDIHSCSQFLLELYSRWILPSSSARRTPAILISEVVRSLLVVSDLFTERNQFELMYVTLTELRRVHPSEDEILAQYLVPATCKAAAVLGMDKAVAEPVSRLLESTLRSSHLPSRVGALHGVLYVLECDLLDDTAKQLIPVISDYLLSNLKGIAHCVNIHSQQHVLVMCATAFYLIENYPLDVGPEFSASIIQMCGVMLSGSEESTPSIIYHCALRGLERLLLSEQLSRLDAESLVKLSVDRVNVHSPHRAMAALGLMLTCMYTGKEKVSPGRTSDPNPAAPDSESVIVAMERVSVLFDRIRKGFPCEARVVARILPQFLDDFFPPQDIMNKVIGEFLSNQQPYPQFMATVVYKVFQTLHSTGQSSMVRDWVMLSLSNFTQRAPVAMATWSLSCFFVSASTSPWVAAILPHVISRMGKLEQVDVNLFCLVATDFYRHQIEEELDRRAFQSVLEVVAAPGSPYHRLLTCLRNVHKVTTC
# Numbers without * were called inactive; · = not tested or not shown; & = joins results of further samples. Cut-off read from the data, not from the text of the source: active = inhibition above about 50%; inactive = the rest.
SMILES,Pf apPOL inh,mHTT-CaM PPI inh
CCOc1cccc2cc(C(=O)Nc3nccs3)c(=Nc3ccccc3Cl)oc12,-2.8,-6.0
O=C(Nc1nc2c(s1)CCC2)C1CCCN1S(=O)(=O)c1ccc(F)cc1 (stereo not drawn),-0.3,2.9
Cc1ccc(N2NC(=O)/C(=C\c3ccc(C)c([N+](=O)[O-])c3)C2=O)cc1Cl,-7.7,62.0*
O=C(Nc1cccc(NC(=O)c2ccccc2Cl)c1)c1ccc(Cl)c([N+](=O)[O-])c1,0.2,27.0
COc1cccc(C2(c3cccc(OC)c3)CC2C(=O)NCc2ccccc2)c1 (stereo not drawn),-2.5,-9.0
O=C(c1cccs1)N1CCN(c2[nH]ncc2-c2ccncc2)CC1,-7.2,0.2
Cc1ccccc1NC(=O)N1CCC(CCOc2ccncc2)CC1,-3.7,-0.9
O=C(NCc1cc(-c2ccc3c(c2)OCO3)on1)C1c2ccccc2Oc2ccccc21,-5.0,-10.2
O=C(O)CCC(=O)Nc1ccc(S(=O)(=O)Nc2ccc(I)cc2)cc1,-5.9,0.5
Cc1ccc(C)c2sc(N(C)CC(=O)NCCn3nc(-c4ccco4)ccc3=O)nc12,-9.6,38.9
N#CC1=C(N)Oc2n[nH]c(-c3cccs3)c2C1c1ccc(C(F)(F)F)cc1 (stereo not drawn),-5.7,2.0
Cc1cc(C(=O)N2CCC(c3nnc(C4CC4)o3)CC2)no1,-5.6,-19.8
O=C(NCc1ccc2c(c1)OCO2)c1ccc(N2CCNC(c3ccccc3)C2)nc1 (stereo not drawn),-2.9,9.3
O=C(Cn1cnc([N+](=O)[O-])c1)Nc1cc(Oc2cccnc2)cc([N+](=O)[O-])c1,1.7,7.0
CCOc1ccc(Sc2cc(C(=O)NCc3ccco3)c3ccccc3n2)cc1,-13.4,5.0
Cc1nc2cc(-c3ccc(Cl)cc3)[nH]n2c(=O)c1Cl,3.3,-6.3
CC1=C(C#N)C(c2cccnc2)C2=C(CC(c3ccc(Cl)cc3)CC2=O)N1 (stereo not drawn),1.4&-2.2,-4.0&26.3
Cc1ccc(S(=O)(=O)N2CCC(CN3CCCCC3)CC2)cc1C,1.4,6.4
Cc1cc(=O)n(CC(=O)Nc2ccc(F)cc2)c(N2CCCC2)n1,0.1,23.1
COc1cccc(C2CC(c3ccccc3Cl)n3nc(N)nc3N2)c1 (stereo not drawn),-1.0,15.4
COc1ccc(C2C3=C(CCCC3=O)OC3=C2C(=O)CCC3)cc1OC,-1.1,-0.3
CC(=O)N(CCN(C(C)=O)c1ccccc1C)c1ccccc1C,-8.1,-1.1
COc1ccc(OC)c(C(=O)c2coc3ccc(OCC(=O)O)cc23)c1,0.3,8.8
C(#Cc1ccc2oc3ccc(C#Cc4ccccc4)cc3c2c1)c1ccccc1,·,-2.7
CSc1ccc(/C=c2\sc3ncnn3c2=O)cc1,9.1,3.0

# Three structures out of the list, sorted by SMILES length, lowest first:
SMILES,Pf apPOL inh,mHTT-CaM PPI inh
C(#Cc1ccc2oc3ccc(C#Cc4ccccc4)cc3c2c1)c1ccccc1,·,-2.7
CC1=C(C#N)C(c2cccnc2)C2=C(CC(c3ccc(Cl)cc3)CC2=O)N1 (stereo not drawn),1.4&-2.2,-4.0&26.3
Cc1ccc(N2NC(=O)/C(=C\c3ccc(C)c([N+](=O)[O-])c3)C2=O)cc1Cl,-7.7,62.0*

# (list continues)
SMILES,Pf apPOL inh,mHTT-CaM PPI inh
COc1cc(OC)cc(C(=O)Nc2c3c(nn2-c2ccc(Cl)cc2)CSC3)c1,-0.7,1.0
C=C(c1ccccc1)c1ccc(OC)cc1,-2.3,·
COc1cc(NS(=O)(=O)c2ccc(NC(C)=O)cc2)c(OC)cc1NC(=O)c1ccccc1,-4.5,26.9
Cc1ccc(Nc2nc(-c3ccccc3)cs2)cc1,-8.8,64.0*
COc1cc(C=C2Oc3c(ccc(O)c3CN3CCCC3)C2=O)cc(OC)c1OC,-39.6,8.9
COc1cccc(C(=O)NCC(O)C2CCCCC2)c1 (stereo not drawn),-4.3,-1.8
CCCCCCCCCCCCSC(=S)Nc1cc(Cl)ccc1Cl,-2.3,·
Cc1ccccc1N=C1Nc2cc(Cl)c(Cl)cc2N[C@]12C[C@H]1CCCC(=O)N3CC[C@@H](C2)[C@@H]13,-7.6,85.7*
CN(C(=O)c1ccc2c(c1)N(S(C)(=O)=O)CC2)c1ccccc1,4.8,-0.6
COc1ccc2sc(OC3CCN(C(=O)c4cncc(Br)c4)CC3)nc2c1,-13.8,4.5
CC(C)c1ccc(CNC(=O)c2cc3ccncc3n2C)cc1,-10.2,-0.2
O=C(Cc1cc(-c2cc3ccccc3o2)on1)NCCC1=CCCCC1,1.1,-9.2
O=C(c1cc2c(s1)CCC(C(=O)N1CCN(C3CCCCC3)CC1)C2)N1CCOCC1 (stereo not drawn),-1.1,4.6
COc1ccc(/C=C2\N=C(c3ccc(C(C)(C)C)cc3)OC2=O)cc1,-1.6,5.0
O=C1OC(/C=C/c2ccccc2)=NC/1=C\c1ccccc1C(F)(F)F,-1.5,5.0
CCOC(=O)N1CCC(NC(=O)Cc2csc(Nc3cccc(Cl)c3)n2)CC1,-13.0,16.0
O=C(c1ccoc1)N1CCCC2(C1)Nc1ccccc1NC2=NC1CCCC1 (stereo not drawn),4.2,69.0*
CN(C)c1ccc(/C=C/c2ccnc3ccccc23)cc1,-0.9,35.1
Cc1cc(OCC(=O)Nc2ccc(Br)cc2)nc(N2CCCCC2)n1,-2.6,9.5
Cc1ccc(NC(=O)Nc2nnc3ccccn23)cc1C,2.6,15.6
CCC(=O)N1CCc2cc(Br)cc(S(=O)(=O)N3CCN(C)CC3)c21,-6.4,0.0
N#Cc1ccccc1NC(=O)C(Cc1ccc([N+](=O)[O-])cc1)N1C(=O)c2ccccc2C1=O (stereo not drawn),-12.5,2.3
CCc1c(O)nc(SCC(=O)N(CC)CC)[nH]c1=O,0.3,3.7
COc1ccc(OCC(=O)N2CCCC3(C2)Nc2ccccc2NC3=NC2CCCC2)cc1 (stereo not drawn),-5.1,47.3
O=C(Nc1ccc(F)cc1F)N1CCCCC1c1cccnc1 (stereo not drawn),-7.1,3.0

# Entries above with two or more sulfur atoms:
SMILES,Pf apPOL inh,mHTT-CaM PPI inh
O=C(Nc1nc2c(s1)CCC2)C1CCCN1S(=O)(=O)c1ccc(F)cc1 (stereo not drawn),-0.3,2.9
CSc1ccc(/C=c2\sc3ncnn3c2=O)cc1,9.1,3.0
CCCCCCCCCCCCSC(=S)Nc1cc(Cl)ccc1Cl,-2.3,·

# The main list resumes; the six compounds before the break are reprinted first.
SMILES,Pf apPOL inh,mHTT-CaM PPI inh
Cc1ccc(NC(=O)Nc2nnc3ccccn23)cc1C,2.6,15.6
CCC(=O)N1CCc2cc(Br)cc(S(=O)(=O)N3CCN(C)CC3)c21,-6.4,0.0
N#Cc1ccccc1NC(=O)C(Cc1ccc([N+](=O)[O-])cc1)N1C(=O)c2ccccc2C1=O (stereo not drawn),-12.5,2.3
CCc1c(O)nc(SCC(=O)N(CC)CC)[nH]c1=O,0.3,3.7
COc1ccc(OCC(=O)N2CCCC3(C2)Nc2ccccc2NC3=NC2CCCC2)cc1 (stereo not drawn),-5.1,47.3
O=C(Nc1ccc(F)cc1F)N1CCCCC1c1cccnc1 (stereo not drawn),-7.1,3.0
COc1ccc(Oc2c(C)oc3c(CN4CCOCC4)c(O)ccc3c2=O)cc1,-5.0,-0.8
OC(COCC12CC3CC(CC(C3)C1)C2)CN1CCCCCC1 (stereo not drawn),-8.6,0.9
Cc1cccc(S(=O)(=O)N2CCC(c3nc(CNC(=O)C4CCC4)cs3)CC2)c1,-5.5,16.5
CS(=O)(=O)N(CC(=O)Nc1ccccc1C(=O)NCc1ccccc1)c1ccccc1F,1.7,4.4
CC(=O)N1CCc2cc(N3CC(C(=O)Nc4ccc(C)cc4)CC3=O)ccc21 (stereo not drawn),-0.9,1.0
CCC(C(=O)Nc1cc(C)cc(C)c1)c1ccccc1 (stereo not drawn),-6.7,-34.6
CCOc1ccc2c(c1)C(C)=CC(C)(C)N2C(=O)CN1C(=O)c2ccccc2C1=O,-2.3,9.0
O=C(NCCc1ccc(Cl)cc1)c1cc2n(n1)CCCN(Cc1cccc(F)c1)C2=O,0.8,14.2
CCC(=O)Nc1ccc(C2(C(=O)NCCC(C)C)CCCCC2)cc1,6.7,-4.8
CSc1cccc(NC(=O)CSc2nc3ccccc3s2)c1,0.3,-9.8
COc1ccc(CCC(=O)N2CCn3c(C)nnc3C2)cc1,0.2,-6.6
CCNC(=O)C1CCc2sc(C(=O)N3CCOCC3)cc2C1 (stereo not drawn),-6.5,-1.8
CSc1ccccc1Sc1cc(C(=O)O)c2ccccc2n1,25.9,-7.0
O=C(CSCCCN1CCN(c2cccc(Cl)c2)CC1)NN=Cc1ccccc1,0.8,·
O=S(=O)(NCCOc1ccc(F)cc1)c1ccccc1C(F)(F)F,3.6,-19.9
CN(C1CCS(=O)(=O)C1)S(=O)(=O)c1ccc(F)cc1 (stereo not drawn),·,-9.0
O=C(NCC1CC1)C1CC(c2ccccc2)CN(C(=O)c2ccccc2)C1 (stereo not drawn),-3.1,21.2
Cc1ccc(CN(C)CCc2ccccn2)cc1,6.4,-6.1
Cc1nn(-c2ccccc2)nc1C(=O)NC1CCS(=O)(=O)C1 (stereo not drawn),0.9,·
COc1ccc(NC(=O)c2cccc(C)c2)c(OC)c1,-5.1,25.3
Cc1cc(C(=O)N2CCCC(c3nnc(-c4cccs4)o3)C2)no1 (stereo not drawn),-10.0,-20.5
CCC(NS(=O)(=O)c1ccc(Cl)c([N+](=O)[O-])c1)C12CC3CC(CC(C3)C1)C2 (stereo not drawn),-4.2,99.0*
Cc1ccccc1CNC(=O)c1ccc(NC(=O)C2CC2)cc1N1CCCCC1,1.7,13.2
Cc1noc(C)c1C1CCCN1C(=O)Nc1ccc2c(c1)OCCO2 (stereo not drawn),-1.8,3.4
O=C(c1ccc2nc3ccsc3c(=O)n2c1)N1CCN(Cc2ccccc2)CC1,-6.1,2.0

# More structures follow.
SMILES,Pf apPOL inh,mHTT-CaM PPI inh
CCCC1c2ccc(C)n2CCN1C(=O)Nc1cc(Cl)c(OC)cc1OC (stereo not drawn),-1.2,36.5
COc1ccc(Oc2ccc(C(F)(F)F)cc2NC(=O)CC(CC(=O)O)c2ccccc2)cc1 (stereo not drawn),-15.8,·
O=C(C1CC(=O)N(c2ccccc2)C1)N1CCN(C2CCCC2)CC1 (stereo not drawn),-6.1,5.2
Cc1ccc(S(=O)(=O)c2nc(-c3cccc([N+](=O)[O-])c3)oc2NCc2ccccc2)cc1,-2.0,-1.0
COc1ccc(N2CCC(C(=O)N3CCCC3)C2=O)cc1 (stereo not drawn),-6.3,-4.2
O=S(=O)(NCc1ccccn1)c1ccc(Oc2ccccc2Cl)cc1,-4.1,-10.0
CC(C)(C)c1ccc(N=Cc2ccc([N+](=O)[O-])cc2)c(O)c1,-1.0,4.0
CCc1nc2ccccc2c(NC(=O)CNC(C)(C)CC(C)(C)C)c1C,7.2,2.0
CCOC(=O)Cn1c(-c2ccco2)nc(-c2ccccc2)c1-c1ccccc1,-0.3,·
COc1ccc(CN2CCn3c2nc(C)c(C)c3=O)cc1F,-4.3,3.7
COc1ccc2c(c1)c(=O)oc1cc(OC(C)C)ccc12,-4.1,-18.0
Cc1noc(C)c1S(=O)(=O)N1CCC(C(C)C(=O)NCc2ccc3c(c2)OCO3)CC1 (stereo not drawn),-4.8,-2.8
COc1ccccc1NC(=O)Nc1nn(C)c2cccc(N(C)C)c12,-11.3,·
CCCNC(=O)c1c[nH]c2ccc(S(=O)(=O)N(C)c3ccc(C)c(C)c3)cc2c1=O,-18.2,36.0
N#Cc1c2c(c(NCc3cccnc3)n3c1nc1ccccc13)CCC2,4.0,-2.0
O=C(NC1CC1)c1cccc(-n2ccc3ccccc32)c1,-9.1,-8.8
CSc1nc(N(C)C)nc(N2C(=N)N(c3ccc(Cl)cc3)C(=O)C2C)n1 (stereo not drawn),1.3,4.0
Cc1ccc(-c2cncc(C(=O)NCc3ccccc3)c2)cc1,-5.8,-4.1
O=C(Cc1ccc(Cl)cc1)N1CCCN(c2cc(-c3ccc4c(c3)OCO4)[nH]n2)CC1,0.4,32.1
CC(NC(=O)c1nnn(-c2ccc(Cl)cc2Cl)c1N)c1ccccc1 (stereo not drawn),-8.0,1.0
Cc1cccc(-n2nc3c(c2NC(=O)C(C)Oc2ccccc2)CS(=O)(=O)C3)c1C (stereo not drawn),-2.1,-2.0
Cc1c(NC(NC(=O)C(C)(C)C)C(Cl)(Cl)Cl)c(=O)n(-c2ccccc2)n1C (stereo not drawn),-1.2,5.0
CC(Sc1nnc2n(C)c3ccccc3n12)C(=O)O (stereo not drawn),-2.7,-5.0
O=C(NCCC1=CCCCC1)C1CCCN(Cc2nc(-c3ccncc3)no2)C1 (stereo not drawn),-5.1,-3.8
O=C(Nc1ccc(Br)cc1C(=O)O)c1ccc([N+](=O)[O-])cc1,2.4,-0.6

# As entered above:
# Reading for `Cc1ccc(Nc2nc(-c3ccccc3)cs2)cc1` in Pf apPOL inh: -8.8
# Reading for `Cc1nn(-c2ccccc2)nc1C(=O)NC1CCS(=O)(=O)C1` (stereo not drawn) in Pf apPOL inh: 0.9
# Reading for `Cc1ccccc1CNC(=O)c1ccc(NC(=O)C2CC2)cc1N1CCCCC1` in Pf apPOL inh: 1.7

# Additional compounds:
SMILES,Pf apPOL inh,mHTT-CaM PPI inh
CC1(C)C2CCC1(C)C(OCC(O)CN1CCN(c3cccc(C(F)(F)F)c3)CC1)C2 (stereo not drawn),-5.4,93.3*
CCCCCCOC1OC(COC(C)=O)C(OC(C)=O)C(OC(C)=O)C1NC(C)=O (stereo not drawn),-9.1,1.9
CN(C)/C=C1\N=C(c2ccccc2)c2cc(Cl)ccc2N(C)C1=O,3.4,51.0*
O=C(NCc1ccc(N2CCCCCC2)nc1)c1cccc(Cl)c1,-0.9,3.8
Cc1cc(C)n(S(=O)(=O)c2ccc(Cl)c(Cl)c2)n1,-3.1,-13.0
O=C(c1ccc(C(F)(F)F)s1)N1CCc2c(nc[nH]c2=O)C1,-3.5,-6.3
CC(C)(C)C1(C)OC2COCCOCCOCCOCCOCC2O1 (stereo not drawn),0.6,2.0
